Compound activity as filed in PubChem.
S3 lipid droplet: qHTS Assay for Lipid Storage Modulators in Drosophila S3 Cells; 320,000 compounds, 0.64% hits; AID 2685; Potency in µM for hits, for the others lipid storage change, negative = inhibition, % at the top dose, mostly 46.1 µM; Drosophila S3 cells, BODIPY lipid droplet fluorescence, 18-24 h; cells fed with added oleic acid; active = well fitted inhibition curve with a large enough effect in the signal ratio, with a control signal flat, not every such curve was filed as active; inconclusive = small, poorly fitted or top-dose-only effect, or effect the other way, or a change in a side signal; the % refers to the signal ratio
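Laser-scanning cytometry quantifies lipid droplet accumulation (500–530 nm total intensity; droplet/cell object ratio) in oleic acid-fed (400 uM added) Drosophila S3 cells treated with a concentration series. 20 uM Triacsin C defined 100% inhibition.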
S3 lipid droplet cell count max: also measured in S3 lipid droplet; calls as there; cell number change, %; measured here: cell count max response;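 cells counted by Cell Tracker Red CMTPX staining in the red channel; peak over a dose series mostly up to 46.1 µM; percent activity relative to internal control wells on each plate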
The depositor's hits bear a star; i = inactive; ? = inconclusive; . = not tested or not shown; [ ] = another dose, or the depositor's remark. % is scaled to controls: 0 for no effect and ±100 for the full control effect; potency is read from the fitted curve at half-maximal effect. An excerpt; the hit share may differ from the screen's.

SMILES	S3 lipid droplet	S3 lipid droplet cell count max
COC(=O)CN1C(=O)N(c2ccccc2)C(N(O)C(=O)Nc2ccccc2)C1(C)C (configuration not stated)	?	.
O=C(OC1CCOC1=O)c1ccc(CO)cc1 (configuration not stated)	?	.
COC(CNC(=O)Cn1nc(Cc2ccncc2)c2ccccc2c1=O)OC	2%	-1
Cc1nc(CCNC(=O)c2cccs2)cs1	7%	1
CC(=O)c1c(C)[nH]c(C(=O)CN2C(=O)NC3(CCCCC3C)C2=O)c1C (configuration not stated)	?	.
Cc1ncc(CN2CCC(N3CCC(C(=O)N4CCCC4)CC3)CC2)s1	-14%	2
COC(=O)CSc1nc2c(cnn2-c2ccc(Cl)cc2)c(=O)[nH]1	?	.
NC(=O)N/N=C/c1ccc(-c2cccc(C(F)(F)F)c2)o1	?	.
CCCCN1CCc2c(c3ccccc3n2Cc2ccccc2)C1	?	.
Cc1sc(NC(=O)c2cccs2)c(C(N)=O)c1C	13%	-21
CCN(CC)C(=O)c1ccc(-c2nnc(OC)c3ccccc23)cc1	?	.
COc1ccc(-c2csc(NC(=O)c3cccc(N4C(=O)CCC4=O)c3)n2)cc1C	-8%	-26
CCC(=NCCc1ccc(OC)c(OC)c1)C1=C(O)CC(C)(C)CC1=O	-8%	-17
CN(C(=O)COC(=O)c1ccc(Cl)nc1)c1c(N)n(Cc2ccccc2)c(=O)[nH]c1=O	?	.
CCOC(=O)C1CSC(CC(=O)Nc2ccc(OCC)cc2)C(=O)N1 (configuration not stated)	0%	-8
Cc1nnnn1/C(=C\c1ccccc1)C(=O)OCC(=O)NC1CCCCC1	?	.
CN1CCN(C(=O)CCNC(=O)Cn2ccc3ccccc3c2=O)CC1	?	.
COc1ccccc1-c1nn2c(-c3ccccc3Cl)nnc2s1	14%	3
O=C1NC(=S)N/C1=C\c1ccccc1OCc1ccc(C(=O)O)cc1	-4%	-2
Cc1ccc2oc(-c3ccc(C)c(NC(=S)NC(=O)c4cccs4)c3)nc2c1	?	.
COc1ccc(CCc2nnc(CCC(=O)NCc3ccc4ncccc4c3)o2)cc1	-13%	-8
COc1ccccc1CNC(=O)c1cccc(-c2ccc(C)c3ccccc23)n1	?	.
O=C(c1cc(-c2ccco2)on1)N1CCN(c2ccccc2)CC1	20%	.
CCN(CC(=O)NCc1ccc(Cl)cc1)CC(=O)Nc1ccc(C(N)=O)cc1	4%	10
O=C(NC(=S)Nc1cc([N+](=O)[O-])ccc1Cl)c1ccccc1	i	.
Clc1ccc2nc(-c3ccccn3)c(Nc3ccc4c(c3)OCO4)n2c1	21%	3
COc1ccc(OCC(=O)NC(CC(=O)O)c2ccc(OC)c(OC)c2)cc1 (configuration not stated)	-5%	.
CC(=O)Nc1ccc(NC(=O)C(C)OC(=O)/C=C/c2cnc3ccccc3n2)cc1 (configuration not stated)	11%	0
COCCCNC(=O)C(=O)C1C(=O)Nc2ccccc21 (configuration not stated)	i	.
C/C(NC(=O)c1cccs1)=C1\C(=O)C[C@@H]2[C@H]1C2(C)C	?	.
CCn1c(C)nc2cc(C(=O)NNC(=S)NC(=O)c3ccc(OC)cc3)ccc21	i	.
Cc1ccc(NC(=O)CNc2ccc(Cl)cc2F)cc1	0%	-15
Cc1nc2c3ccccc3n(CC#N)c(=O)n2n1	24%[9.22 µM]	23
CCc1ccc(N(C(=O)C(F)(F)F)C(C(=O)NC2CCCCC2)c2ccncc2)cc1 (configuration not stated)	?	.
CCn1nnnc1SCC(=O)c1ccc(C)cc1	6%	6
COc1ccc(C)cc1NC(=O)CSCc1cc(=O)n2c(C)csc2n1	?	.
COc1ccc(Br)cc1C(=O)Nc1ccc(N2CCN(S(C)(=O)=O)CC2)cc1	?	.
Cc1ccc(-n2nnnc2SCC(=O)N2CC(=O)Nc3ccccc32)cc1	?	.
Cc1ccccc1CNC(=O)C(=O)NCCC1CCCCN1S(=O)(=O)c1ccccc1 (configuration not stated)	?	.
CC1CCN(C(=O)Cn2c(=O)n(CCCC(=O)NCc3ccco3)c(=O)c3sccc32)CC1	-24%	5
CC1(NC(=O)c2ccccc2)CCN(CCc2cccs2)C1=O (configuration not stated)	?	.
O=C(CC(C(=O)O)c1c[nH]c2ccccc12)c1ccccc1 (configuration not stated)	?	.
O=C(Nc1nc(-c2ccc([N+](=O)[O-])cc2)cs1)c1c(F)cccc1F	?	.
Cc1ccc(CNC(=O)CN2CCN(c3ccc(F)cc3)CC2)cc1	?	.
CCC(C)[C@H]1CN=C(N)N1CCc1cc(C(F)(F)F)cc(C(F)(F)F)c1 (some centres not stated)	-9%	-2
CCCCOc1ccc(C(C)(O)CCN2CCOCC2)cc1 (configuration not stated)	?	.
Cc1ccc(C(=O)O/N=C(\N)c2ccccn2)c(Cl)c1	17%	11
Cc1ccc(NC(=S)NCCSc2ccc(Cl)cc2)c(C)c1	?	.
CCOC(=O)c1cnc2ccc(Cl)cc2c1N1CCN(C)CC1	?	.
N#CC1=C(N)OC2=C(CN(Cc3ccccc3)C/C2=C\c2cccnc2)C1c1cccnc1 (configuration not stated)	?	.

(cont.)
SMILES	S3 lipid droplet	S3 lipid droplet cell count max
COc1ccc(C2(C)NC(=O)N(CC(=O)N3CCc4ccccc43)C2=O)cc1OC (configuration not stated)	2%	-4
COc1cc2[nH]c(=S)nc(NCCc3ccc(C)cc3)c2cc1OC	?	.
CCC1(CC)NC(=O)N(CC(=O)OCC(=O)c2cc(C)c(C)cc2C)C1=O	?	.
O=C1Nc2ccc(Br)cc2/C1=N/N=C/C1=C(N2CCOCC2)C(=C\c2ccccc2)/CC1	i	13
O=C(CNC(=O)c1cccc(OC(F)F)c1)Nc1ccc(Cl)cc1	14%	-5
Cc1nc(CN(C)C(=O)C2CCC(=O)N(CCc3cccc(F)c3)C2)cs1 (configuration not stated)	-15%	8
Cc1cc(F)c(F)c(C(=O)N2CCC(C)CC2)c1Cl	11%	0
Cc1csc(C(=O)O)c1NC(=O)c1c(Cl)cccc1Cl	26%	-4
CCOc1ccc(CN(C(=O)c2ccccn2)c2ccc(OC)c(Cl)c2)cc1	?	.
CCOC(=O)Cc1[nH]nc2c1C(Cc1ccccc1)C(C#N)=C(N)O2 (configuration not stated)	?	.
CCOC(=O)c1cc[nH]c1CC(=O)NC	?	.
O=C(NCCC(=O)N1CCCCCCC1)c1ccc(Br)cc1	?	.
COc1cccc(-c2nc(CS(=O)(=O)CC(=O)Nc3cc(F)ccc3F)c(C)o2)c1	i	22
Cc1cc(C)n(-c2cccc(CN3CCC(CO)(Cc4ccccc4)CC3)c2)n1	?	.
COc1cc(C(=O)NC2CC3CCCC(C2)N3C2CC2)cc(OC)c1OC (configuration not stated)	?	.
O=C1CC(=O)N(Cc2cccs2)C(=O)N1	?	.
COc1ccc(CNc2ncnc3cc(OC)c(OC)cc23)cc1	?	.
CC(=O)C1=C(O)C(=O)N(CCc2c[nH]c3ccccc23)C1c1ccccc1 (configuration not stated)	27%	3
O=C(Nc1ccc(Cl)cc1)C1c2cccc[n+]2CC(=O)N1Cc1ccc2c(c1)OCO2 (configuration not stated)	8%	.
O=C(CC12CC3CC(CC(C3)C1)C2)NCc1ccncc1	-6%	-12
NC(N)=NC1=NC(=O)C(Cc2ccccc2)S1 (configuration not stated)	0%	9
CC(Sc1ccc(Cl)cc1)C(=O)NCc1cccnc1 (configuration not stated)	?	.
O=C(/C=C/c1cn(-c2ccccc2)nc1-c1ccc2c(c1)OCCO2)NCCCN1CCOCC1	?	.
N#Cc1ccccc1OCC(=O)Nc1cccc(S(=O)(=O)N2CCCC2)c1	?	.
COC(=O)C1CSC(C(=O)OC)N1C(=O)Nc1ccccc1 (configuration not stated)	-8%	-10
O=C1/C(=C/c2ccc(O)cc2)SC(=S)N1Cc1cccnc1	?	.
COC(=O)c1c(N)n(-c2ccc(N3CCOCC3)cc2)c2nc3ccccc3nc12	i	.
O=C(O)CCCNC(=O)c1cccc(C(=O)NCCCC(=O)O)n1	0%	0
CN(C(=O)COC(=O)c1cc(S(=O)(=O)N2CCOCC2)c(Cl)cc1Cl)C1CCS(=O)(=O)C1 (configuration not stated)	?	.
O=C(COc1ccc2ccc(=O)oc2c1)N1CCN(C(=O)C2COc3ccccc3O2)CC1 (configuration not stated)	i	16
COc1ccccc1OCCCn1cc(C#N)c2ccccc21	?	.
O=C(CSc1nnc(CNC(=O)C23CC4CC(CC(C4)C2)C3)n1-c1ccccc1)Nc1ccc(F)cc1	-4%	.
COc1ccc(NC(=O)/C=N/O)cc1	8%	.
O=C(Nc1cc(Cl)c(Cl)cc1Cl)c1cccnc1	-29%	-5
Cc1cc(C)cc(NS(=O)(=O)c2c(C(=O)N3CCOCC3)c(C)n(C)c2C)c1	i	-6
Nc1c(C(=O)NCCc2ccc(Cl)cc2)sc2ccc(S(=O)(=O)N3CCCCC3)cc12	?	.
O=P(OCC1CC1)(c1ccccc1)c1ccccc1	?	.
Cc1oc(-c2ccc(Cl)cc2)cc1C(=O)O	?	.
COC(=O)c1ccc(OCC(O)CN2CCOCC2)cc1 (configuration not stated)	?	.
COc1cccc(C2Oc3ccccc3C3CC(c4cccs4)=NN32)c1 (configuration not stated)	11%	-11

Shown as labelled records: part of the list above
> COC(=O)CSc1nc2c(cnn2-c2ccc(Cl)cc2)c(=O)[nH]1
  S3 lipid droplet: ? | S3 lipid droplet cell count max: .

> Cc1ncc(CN2CCC(N3CCC(C(=O)N4CCCC4)CC3)CC2)s1
  S3 lipid droplet: -14% | S3 lipid droplet cell count max: 2

Given with bars between the fields: entries from further up
mol | S3 lipid droplet | S3 lipid droplet cell count max
COC(=O)C1CSC(C(=O)OC)N1C(=O)Nc1ccccc1 (configuration not stated) | -8% | -10
O=C1/C(=C/c2ccc(O)cc2)SC(=S)N1Cc1cccnc1 | ? | .
COC(=O)c1c(N)n(-c2ccc(N3CCOCC3)cc2)c2nc3ccccc3nc12 | i | .
O=C(O)CCCNC(=O)c1cccc(C(=O)NCCCC(=O)O)n1 | 0% | 0
CN(C(=O)COC(=O)c1cc(S(=O)(=O)N2CCOCC2)c(Cl)cc1Cl)C1CCS(=O)(=O)C1 (configuration not stated) | ? | .
O=C(COc1ccc2ccc(=O)oc2c1)N1CCN(C(=O)C2COc3ccccc3O2)CC1 (configuration not stated) | i | 16
COc1ccccc1OCCCn1cc(C#N)c2ccccc21 | ? | .
O=C(CSc1nnc(CNC(=O)C23CC4CC(CC(C4)C2)C3)n1-c1ccccc1)Nc1ccc(F)cc1 | -4% | .
COc1ccc(NC(=O)/C=N/O)cc1 | 8% | .
O=C(Nc1cc(Cl)c(Cl)cc1Cl)c1cccnc1 | -29% | -5
Cc1cc(C)cc(NS(=O)(=O)c2c(C(=O)N3CCOCC3)c(C)n(C)c2C)c1 | i | -6
Nc1c(C(=O)NCCc2ccc(Cl)cc2)sc2ccc(S(=O)(=O)N3CCCCC3)cc12 | ? | .
O=P(OCC1CC1)(c1ccccc1)c1ccccc1 | ? | .
Cc1oc(-c2ccc(Cl)cc2)cc1C(=O)O | ? | .
COC(=O)c1ccc(OCC(O)CN2CCOCC2)cc1 (configuration not stated) | ? | .

The results go on.
SMILES	S3 lipid droplet	S3 lipid droplet cell count max
COc1ccccc1CNC(=O)COC(=O)c1cccc(S(=O)(=O)N2CCCCC2)c1	i[0.369 µM]	-6
CCc1ccc(NC(=O)CSc2nc3ccccc3c(=O)n2CCCN2CCC(C)CC2)cc1	?	.
O=C(c1ccco1)N(CCC(c1ccccc1)c1ccco1)Cc1ccc(F)cc1 (configuration not stated)	-18%	-16
O=C(NCC1(N2CCCCC2)CCCCC1)c1ccc(S(=O)(=O)N2CCCC2)cc1	?	.
Cc1ccc(CNn2cnnc2SCc2ccc(F)cc2)cc1	9%	-6
O=C(c1ccc(C(F)(F)F)cc1)N1CCC(=O)N(C(COCc2ccccc2)Cc2ccccc2)CC1 (configuration not stated)	?	.
COc1ccc(C(=O)N/N=C\c2coc3ccc(Cl)cc3c2=O)cc1	?	.
O=C(CNC1CCCCC1)Nc1ccc([N+](=O)[O-])cc1C(=O)Nc1ccccc1F	12%	19
COc1ccccc1CNC(=O)COC(=O)c1ncc(Cl)c(Cl)c1Cl	?	.
CCOC(=O)[C@@H]1[C@H]2COc3cc(OC)ccc3[C@@H]2N2C(=O)N(c3ccc(C(F)(F)F)cc3)C(=O)[C@]12C	i	26
O=C1CCC(C(=O)OCC(=O)C23CC4CC(CC(C4)C2)C3)N1 (configuration not stated)	?	.
COc1ccc(CCNC(=O)CCn2c(=O)[nH]c3cc(OC)c(OC)cc3c2=O)cc1OC	-15%	1
CC(=O)Oc1ccccc1C1=NN(C(=O)/C=C/c2ccccc2)C(c2ccccc2)C1 (configuration not stated)	?	.
CNCCCOc1ccc(C(C)(C)c2ccccc2)cc1	?	.
Cn1c(CNC(=O)c2ccccc2F)nnc1SCc1ccc(Cl)cc1	6%	11
CCOC(=O)c1nnn(-c2nonc2N)c1-c1ccc(Br)cc1	?	.
Cc1cc(NC(=O)CSC2=NS(=O)(=O)c3ccccc3N2)no1	?	.
Cc1ccc(NC(=O)CCSc2nc(C)cc(C)n2)cc1	?	.
Nc1nnc(SCC(=O)NC2CCCCCC2)s1	?	.
COC(=O)COc1ccc(/C=N/NS(=O)(=O)c2ccccc2)cc1	?	.
CCOc1ccc(NC(=O)CN(C)C(=O)c2ccc(OCC3CCCO3)cc2)cc1OCC (configuration not stated)	16%	3
CC1=NN(CCC#N)C(=O)/C1=C/c1ccc(N(C)C)cc1	?	.
CCOc1cccc(C(=O)NC(=S)Nc2ccc(N3CCCC3)cc2)c1	i	.
O=C(NCc1ccco1)/C(=C/c1ccccc1)NC(=O)c1ccco1	?	.
